Screening data from PubChem.
APE1 inh: qHTS Assay for Inhibitors of the Human Apurinic/apyrimidinic Endonuclease 1 (APE1) | DNA repair nuclease/redox regulator APEX1 (Homo sapiens), P27695 | recombinant APE1, TAMRA/BHQ-2 abasic DNA cleavage fluorescence | Potency, µM (series often up to 65.8 µM), for inactives: at the highest dose activity change, negative = inhibition, actives largely listed as inhibitors | 0.35% of 350,000 active | AID 2517, 2012;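 note: plate controls were vehicle for no effect and reference inhibitor for full effect; nearly all actives have a fitted effect of over 55% in size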
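Compound pre-exposure to 0.75 nM APE1, 15 min at ambient temperature. Reaction initiated with 50 nM TAMRA/BHQ-2 THF substrate, read immediately in kinetic mode, 525 nm excitation, 598 nm emission.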
POLI inh: qHTS for Inhibitors of Polymerase Iota; AID 588590, 2011; Pol iota fluorescent replication assay, 10 min; 1% of 390,000 active; DNA polymerase iota (Homo sapiens), Q9UNA4; Potency, µM (series often up to 115 µM), without a hit: at the highest dose activity, negative = inhibition, actives largely listed as inhibitors
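Fluorescent replication assay read twice, at 0 min and 10 min after adding 50 nM (final) substrate. Enzyme (10 nM) and compounds were first incubated 15 min at room temperature; enzyme-free buffer wells were negative controls.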
POLH inh: qHTS for Inhibitors of Polymerase Eta; recombinant Pol eta, fluorescent DNA replication assay; 1.2% of 390,000 active; AID 588591, 2011; Potency, µM (series often up to 114 µM), for inactives: top-dose activity change, negative = inhibition, actives largely listed as inhibitors; DNA polymerase eta (Homo sapiens), Q9Y253; note: % is set by controls: 0 for no effect and ±100 for the full control effect
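Pol eta (10 nM) was preincubated with compounds for 15 min at room temperature, after which fluorescent replication substrate (50 nM final) was added to start the reaction. Fluorescence was read kinetically at 0 and 10 min.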
Pol kappa inh: qHTS for Inhibitors of Polymerase Kappa | 0.53% of 400,000 active | AID 588579, 2011 | purified Pol kappa, fluorescent DNA synthesis assay, 10 min | DNA polymerase kappa (Homo sapiens), Q9UBT6 | Potency, µM (highest dose often 107 µM), inactives show at the highest dose activity, negative = inhibition, usual class: inhibitors; note: % is set by controls: 0 for no effect and ±100 for the full control effect
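50 nM final substrate added after 15 min RT preincubation of 10 nM Pol kappa with compound; fluorescence read at 0 and 10 min.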
Anesthetic bind: qHTS Assay for Identification of Novel General Anesthetics; Ferritin light chain (Equus caballus), P02791; apoferritin/1-aminoanthracene competitive binding, fluorescence; Potency, µM (titrated, usually from 77.5 µM), for the others: top-dose activity change, negative = displacement, most hits filed as inhibitors; 0.074% of 350,000 active; AID 485281, 2010; note: % is set by controls: 0 for no effect and ±100 for the full control effect; nearly all actives have a fitted effect of over 20% in size
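Apoferritin-based anesthetic binding model; compound displacement of fluorescent 1-AMA measured as endpoint fluorescence after 10 minutes at room temperature, scaled to free-ligand and complex controls.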
BAZ2B block: qHTS Assay for Inhibitors of BAZ2B | Bromodomain adjacent to zinc finger domain protein 2B (Homo sapiens), Q9UIF8 | AlphaScreen BAZ2B-H3K14Ac peptide displacement | Potency, µM (series often up to 114 µM), for the others: at the highest dose activity change, negative = inhibition, hits mostly inhibitors | 4.4% of 360,000 active; note: % is set by controls: 0 for no effect and ±100 for the full control effect; nearly all actives have a fitted effect of over 60% in size
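Inhibition is scored as reduced AlphaScreen emission. The BAZ2B/b-H3(5-23)K14Ac complex (50 nM each) in PBS pH 7.4, 0.01% Tween-20 meets compound (up to 110 uM) for 30 min at RT before bead addition.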
G9a block: qHTS Assay for Inhibitors of Histone Lysine Methyltransferase G9a. Histone-lysine N-methyltransferase EHMT2 (Homo sapiens), Q96KQ7. G9a H3K9 monomethylation, AlphaScreen, 2 h. Potency, µM (highest dose often 102 µM), inactives show at the top dose activity, negative = inhibition, hits mostly inhibitors. 8.8% of 350,000 active. AID 504332, 2011; note: % is set by controls: 0 for no effect and ±100 for the full control effect; nearly all actives have a fitted effect of over 75% in size
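Signal arises when biotinylated H3K9 peptide, once monomethylated, bridges streptavidin donor and antibody-captured acceptor beads. Enzyme at 20 nM was preincubated 15 min with test compounds; peptide 500 nM and SAM 20 uM then reacted for 2 h.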
BLM inh: qHTS Assay for Inhibitors of Bloom's syndrome helicase (BLM); RecQ-like DNA helicase BLM (Homo sapiens), P54132; recombinant BLM DNA unwinding, fluorescence dequenching; Potency, µM (titrated, usually from 56.1 µM), for the others: at the top dose activity change, negative = inhibition, actives largely listed as inhibitors; 0.2% of 350,000 active;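 note: plate controls were vehicle for no effect and no enzyme for full effect; nearly all actives have a fitted effect of over 35% in size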
Pol beta inh: qHTS Assay for Inhibitors of DNA Polymerase Beta. P06746. Pol beta primer extension/strand displacement, fluorescence kinetic. Potency, µM (top dose mostly 114 µM), for inactives: at the top dose activity change, negative = inhibition, hits mostly inhibitors. 1.3% of 340,000 active; note: % is set by controls: 0 for no effect and ±100 for the full control effect
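Preincubation: enzyme (10 nM) with compound, 15 min, RT. Reaction: substrate added to 50 nM final. Reads: 0 and 10 min. Analysis: normalized, Hill fit.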
The depositor's hits bear a star; & = joins results of further samples; [ ] = dose if it differs, or a comment. Calls come from the whole dose curve; as a rule, active = well fitted curve in the direction sought with a large enough effect; inconclusive = small, poorly fitted or top-dose-only effect, or another doubt; inactive = no such curve, though single readings can be large; an effect the other way counts as inactive or inconclusive. Potency is the fitted concentration of half-maximal effect.

For COc1ccc2[nH]c3c(c2c1)CCN1C(=O)N([C@@H](C)C(=O)NCCc2ccc(OC)c(OC)c2)C(=O)[C@]31C the results were APE1 inh 14%, POLI inh 1%, POLH inh -10%, Pol kappa inh -14%, Anesthetic bind -17%, BAZ2B block inconclusive, G9a block -9%, BLM inh 0% and Pol beta inh 0%.
`COc1ccc(-c2nc(SCC(=O)NCC3CCCO3)c(-c3ccc(C)cc3)[nH]2)cc1OC` (stereo unspecified) gave POLI inh 19%, POLH inh -15%, Pol kappa inh 12%, Anesthetic bind -8%, BAZ2B block -29%, G9a block 4%[59 µM], BLM inh -4% and Pol beta inh 11%.
For Cc1cc(C)n2nc(C(=O)N/N=C/c3ccco3)nc2n1 the results were APE1 inh 3%, POLI inh -7%, POLH inh -12%, Pol kappa inh -9%, Anesthetic bind -2%, BAZ2B block -15%, G9a block 24%, BLM inh -9% and Pol beta inh 5%.
COc1ccc(C2c3c(-c4ccccc4O)n[nH]c3C(=O)N2Cc2ccco2)cc1OC (stereo unspecified) was read as APE1 inh -1%, POLI inh 38%[activator], POLH inh -19%, Pol kappa inh -22%, Anesthetic bind 2%, BAZ2B block 56µM*, G9a block -35%, BLM inh -7% and Pol beta inh 15%.
Screening CCOC(=O)N1CCN(C(=O)c2ccc3c(c2)N(Cc2ccc(F)cc2)CCS3)CC1 returned APE1 inh 22%, POLI inh 28%, POLH inh -24%, Pol kappa inh -9%, Anesthetic bind 11%, BAZ2B block inconclusive, G9a block 1%, BLM inh -5% and Pol beta inh 0%.
Screening CCc1cccc(Nc2cnn(C34C[C@@H]5C[C@@H](CC(CC(=O)O)(C5)C3)C4)c(=O)c2Cl)c1 returned APE1 inh 3%, POLI inh 8%, POLH inh 0%, Pol kappa inh -15%, Anesthetic bind -9%, BAZ2B block -1%, G9a block inconclusive, BLM inh -3% and Pol beta inh 39%.
Screening Cc1ccc(S(=O)(=O)N2CCN(C(=O)COC(=O)c3cc(C)oc3C)CC2)cc1 returned APE1 inh 19%, POLI inh 7%, POLH inh -12%, Pol kappa inh -17%, Anesthetic bind inconclusive, BAZ2B block inconclusive, G9a block inconclusive, BLM inh -4% and Pol beta inh 22%.
Screening CC(=O)N(CC(=O)O)c1ccccc1 returned APE1 inh -4%, POLI inh -4%, POLH inh -15%, Pol kappa inh -7%, Anesthetic bind 1%, BAZ2B block 2%, G9a block 5%[59 µM], BLM inh -3% and Pol beta inh 1%.
Screening Cc1ccc(NC(=S)N/N=C2/CCCCc3ccccc32)cc1 returned APE1 inh -10%, POLI inh 23%, POLH inh -15%, Pol kappa inh -8%, Anesthetic bind -8%, BAZ2B block inconclusive, G9a block inconclusive, BLM inh -11% and Pol beta inh 0%.
`COc1cccc(NC(=O)n2ncc3c(C)cccc32)c1` gave APE1 inh 13%, POLI inh 6%, POLH inh -10%, Pol kappa inh -7%[60.1 µM], Anesthetic bind 1%, BAZ2B block 20%, G9a block 97%[activator], BLM inh -7% and Pol beta inh 2%.
Screening O=C(Nc1cc(Cl)cc(Cl)c1)C1C2C=CC3(O2)C1C(=O)N(CCCN1CCOCC1)C3C(=O)NC1CCCCC1 (stereo unspecified) returned APE1 inh 84%[activator], POLI inh 43%[activator], POLH inh -14%, Pol kappa inh 0%, Anesthetic bind -1%, BAZ2B block -1%, G9a block 11%[12.7 µM], BLM inh -2% and Pol beta inh -11%.
For CC(=O)Nc1ccc(NC(=O)C(C)OC(=O)CC2CCCCC2)cc1 (stereo unspecified) the results were APE1 inh 1%, POLI inh 36%[activator], POLH inh -16%, Pol kappa inh -18%, BAZ2B block -37% and G9a block 0%.
`Cc1cc(C)nc(NS(=O)(=O)c2ccc(NC(=O)c3ccccc3C)cc2)n1` gave APE1 inh -7%, POLI inh 12%, POLH inh -2%, Pol kappa inh -2%, Anesthetic bind -5%, BAZ2B block 9%, G9a block -12%[0.501 µM], BLM inh 5% and Pol beta inh 9%.
CCc1nnc(NC(=O)CS(=O)(=O)c2ccccc2)s1 was read as APE1 inh 78%, POLI inh 55%[activator], POLH inh -20%, Pol kappa inh -7%, Anesthetic bind -4%, BAZ2B block 11%, G9a block -6%, BLM inh -9% and Pol beta inh inconclusive.
Screening CCC(=O)Nc1ccc(CCC(=O)N2CCCC2)cc1 returned APE1 inh 2%, POLI inh 2%, POLH inh -8%, Pol kappa inh -7%, Anesthetic bind 0%, BAZ2B block -4%, BLM inh 1% and Pol beta inh inconclusive.
For COc1ccc(NS(=O)(=O)c2ccc3c(c2)[C@H]2C=CC[C@H]2[C@@H](c2ccc(C(=O)O)cc2)N3)cc1 the results were APE1 inh -12%, POLI inh inconclusive, POLH inh 2.8µM*, Pol kappa inh 10µM*, Anesthetic bind -12%&-9%, BAZ2B block 40µM*, G9a block 25µM*, BLM inh -18%&-9% and Pol beta inh 20µM*.
Cc1cc(Nc2nnnn2-c2ccccc2)n(-c2ccc(Cl)cc2)n1 was read as APE1 inh 4%, POLI inh -6%, POLH inh 2%, Pol kappa inh -16%, Anesthetic bind -11%, BAZ2B block -1%, G9a block 8%, BLM inh -8% and Pol beta inh 5%.
`CC(C)n1nnnc1-c1ccc(Cl)cc1` gave APE1 inh -2%, POLI inh 20%, POLH inh -15%, Pol kappa inh -7%, Anesthetic bind 1%, BAZ2B block 2%, G9a block 1%, BLM inh -5% and Pol beta inh -18%.
`Cc1ccccc1C(=O)NNC(=O)c1cc(N)cc([N+](=O)[O-])c1` gave APE1 inh 15%, POLI inh -11%, POLH inh inconclusive, Pol kappa inh -16%, Anesthetic bind -12%, BAZ2B block 4%, G9a block 16%[59 µM], BLM inh -6% and Pol beta inh 3%.
`COc1ccc2c(c1[N+](=O)[O-])CCC/C2=N/OC(=O)c1ccccc1SC` gave APE1 inh 13%, POLI inh 2%, POLH inh -12%, Pol kappa inh -4%, Anesthetic bind -13%, BAZ2B block inconclusive, G9a block 45µM*, BLM inh -7% and Pol beta inh 13%.

Retrieved by compound from the entries so far (2):
For CC(=O)Nc1ccc(NC(=O)C(C)OC(=O)CC2CCCCC2)cc1 (stereo unspecified) the results were APE1 inh 1%, POLI inh 36%[activator], POLH inh -16%, Pol kappa inh -18%, BAZ2B block -37% and G9a block 0%.
For COc1ccc(NS(=O)(=O)c2ccc3c(c2)[C@H]2C=CC[C@H]2[C@@H](c2ccc(C(=O)O)cc2)N3)cc1 the results were APE1 inh -12%, POLI inh inconclusive, POLH inh 2.8µM*, Pol kappa inh 10µM*, Anesthetic bind -12%&-9%, BAZ2B block 40µM*, G9a block 25µM*, BLM inh -18%&-9% and Pol beta inh 20µM*.

More entries:
Screening COc1ccc(NC(=O)N2CCCC3(CCN(C(C)=O)CC3)C2)cc1 returned APE1 inh 5%, Pol kappa inh -2%[60.1 µM], G9a block 6%[12.7 µM] and BLM inh 3%.
`O=C(NC(=S)Nc1ccc(N2CCCCC2)cc1)c1ccc2c(c1)OCCO2` gave APE1 inh 3%, POLI inh 10%, POLH inh -12%, Pol kappa inh 1%, Anesthetic bind 8%, BAZ2B block 10µM*, G9a block inconclusive, BLM inh -5% and Pol beta inh 2%.
O=C(NCc1ccccc1)c1cccc(COc2ccc3c(c2)CCC3)c1 was read as APE1 inh -5%, POLI inh 12%, POLH inh -13%, Pol kappa inh -10%, Anesthetic bind -9%, BAZ2B block 11%, G9a block 2%, BLM inh -11% and Pol beta inh -26%.
For Cc1ccc(Cl)c(NC(=O)CN2CCN(C=O)CC2)c1 the results were APE1 inh 0%, Anesthetic bind 4%, BAZ2B block 2%, G9a block 5%, BLM inh -4% and Pol beta inh 2%.
For CCN(CC(=O)Nc1c(F)cccc1F)C(=O)c1ccc(N2CCCC2=O)cc1 the results were APE1 inh -3%, POLI inh 53%[activator], POLH inh -15%, Pol kappa inh -3%, BAZ2B block 10% and G9a block 8%.
C=CCNC(=S)N/N=C/c1ccc(-c2cccc([N+](=O)[O-])c2)o1 was read as APE1 inh 3%, POLI inh 23%, POLH inh -20%, Pol kappa inh 3%, Anesthetic bind inconclusive, BAZ2B block -24%, G9a block 22%, BLM inh 1% and Pol beta inh -10%.
`COc1c(O)cccc1/C=N/NC(=O)Cn1ccnc1C` gave APE1 inh 3%, POLI inh 18%, POLH inh 1%, Pol kappa inh 1%, Anesthetic bind 0%, BAZ2B block inconclusive, G9a block 23%, BLM inh 0% and Pol beta inh 2%.
`S=C(NCCc1ccccc1)Nc1ccccc1` gave APE1 inh 19%, POLI inh 8%, POLH inh -5%, Pol kappa inh -9%, Anesthetic bind 0%, BAZ2B block -13%, BLM inh -1% and Pol beta inh -13%.
O=S(=O)(CCN1CCCCC1)Oc1ccc(Cl)cc1Cl was read as APE1 inh 0%, POLI inh inconclusive, POLH inh -16%, Pol kappa inh 0%, Anesthetic bind -3%, BAZ2B block -2%, G9a block inconclusive, BLM inh -4% and Pol beta inh -13%.
Screening CNc1ccnc(-c2c(C)noc2C)n1 returned APE1 inh 1%, Pol kappa inh -9%[60.1 µM], Anesthetic bind -6% and BLM inh 1%.
`CCOc1ccccc1-n1nnc(-c2nsc(NC(=O)c3ccc(C)cc3)n2)c1C` gave POLI inh 9%, POLH inh -12%, Pol kappa inh 6%, Anesthetic bind -1%, BAZ2B block 1%, G9a block 0%[59 µM], BLM inh -2% and Pol beta inh -7%.
`CC(=O)c1ccccc1C(=O)N1CCCC(CCC(=O)N2CCN(c3ccccn3)CC2)C1` (stereo unspecified) gave APE1 inh -20%, POLI inh 16%, POLH inh -3%, Pol kappa inh -18%, Anesthetic bind -2%, BAZ2B block 2%, BLM inh 2% and Pol beta inh 53%.

This is a subset (hit frequency here may not be typical).
